Screens deposited in PubChem BioAssay by Sanford-Burnham Center for Chemical Genomics.
PfGluPho inh: PfG6PD (Plasmodium falciparum) enzyme inhibition; PfGluPho enzyme, NADPH resazurin-diaphorase fluorescence; inhibition, % at 20 µM; actives 0.78% (n = 350,000);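 active = inhibition reaching at least a set limit at 20 µM in the primary screen, cut at about 59% in these data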;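 note: 0% = DMSO wells with substrate and 100% = DMSO wells lacking glucose-6-phosphate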
SENP8 block-1: blocks human SENP8 cleavage of Nedd8 substrate. Q96LD8. recombinant SENP8, Nedd8 substrate fluorescence. inhibition, % at 20 µM. actives 0.64% (n = 360,000). AID 602440; in the data active = inhibition mostly above about 40%, no sharp cut-off; inactive = mostly below about 27%
SENP6 block: inhibitors of human SENP6 protease. Recombinant SENP6 catalytic domain, aminoluciferin luminescence. inhibition, % at 10 µM. actives 1.8% (n = 330,000);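 active = inhibition above about 50% at the single tested dose, limit read from the data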;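 note: plate controls were DMSO wells with enzyme for no effect and DMSO wells lacking enzyme for full effect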
Apaf1 inhib: inhibitors of human Apaf-1 apoptosome. reconstituted apoptosome caspase-3 activity, DEVD-Rh110 fluorescence. O14727. actives 0.71% (n = 330,000). inhibition, % at 20 µM; active = inhibition of at least 40% at 20 µM;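 note: plate controls were DMSO wells for no effect and DEVD-CHO caspase inhibitor wells for full effect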
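Material: reconstituted apoptosome with Apaf-1, cytochrome c, caspase-9, procaspase-3, dATP; medium: pH 7.5 Hepes buffer with CHAPS, BSA, DTT; also added: cytochrome c and DEVD-Rh110 substrate; timing: 30 min plus 50 min, RT; signal: Rh110 fluorescence intensity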
NALP3 yeast inh: blocks the NALP3 inflammasome reconstituted in yeast. Yeast reconstituted NLRP3/ASC/caspase-1, beta-gal luminescence, 24 h. inhibition, % at 10 µM. actives 0.39% (n = 330,000). AID 2825;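 active = inhibition of 50% or more; inactive = inhibition below 50%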;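 note: plate controls were induced DMSO wells for no effect and uninduced yeast grown without galactose for full effect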
SENP1 inh: inhibitors of human SENP1 SUMO protease catalytic domain. Q9P0U3. recombinant SENP1 catalytic domain, CyPet-SUMO1-YPet FRET cleavage. inhibition, % at 10 µM. actives 0.21% (n = 360,000);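 active = inhibition at least 30% at 10 µM, raw YFP signal under a set limit, fluorescence ratio 0.5 to 1.5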;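 note: 0% = enzyme with DMSO and 100% = no enzyme wells; some results filed as inactive read as strong as hits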
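System: Recombinant human SENP1 catalytic domain, His6-tagged | Incubation: Enzyme reaction for 50 min at room temperature, dark | Medium: Tris pH 8 with BME, BSA, NP40 and catalase | Also added: 25 nM SUMO1 FRET substrate | Compound: 10 µM single point, 0.5% DMSO | Measured by: FRET fluorescence in CFP and YFP emission channels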
HKDC1 inhibitor: blocks human hexokinase HKDC1 activity; recombinant HKDC1, G6PDH/diaphorase resazurin coupled fluorescence; AID 493160; actives 0.16% (n = 340,000); inhibition, % at 20 µM; Q2TB90;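 active = inhibition above about 35% when tested at 20 µM, limit read from the data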;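 note: plate controls were DMSO wells with enzyme for no effect and DMSO wells lacking enzyme for full effect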
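Test system: HK5 enzyme. Quantity: 5 µg/mL HK5 final. Reagent: glucose and ATP substrates. Schedule: 90 min reaction incubation at room temperature, dark. Technique: resazurin-to-resorufin fluorescence via G6PDH and diaphorase coupling, 525/613 nm. Control set: DMSO wells with and without enzyme mix.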
SENP7 inh: inhibitors of human SENP7 protease. recombinant SENP7, Z-RLRGG-aminoluciferin luminescence, 40 min. inhibition, % at 5 µM. actives 1.5% (n = 330,000). Q9BQF6;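 active = inhibition above about 50% at the single test dose, limit read from the data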;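 note: plate controls were DMSO with enzyme for no effect and no enzyme buffer wells for full effect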
SENP8 block-2: inhibitors of human SENP8 protease; Q96LD8; purified SENP8, Z-RLRGG-aminoluciferin cleavage, luminescence; inhibition, % at 10 µM; actives 1.2% (n = 330,000); AID 2540; in the data active = inhibition above about 50%
An asterisk follows results filed as active; i = inactive; · = no result given.

SMILES	PfGluPho inh	SENP8 block-1	SENP6 block	Apaf1 inhib	NALP3 yeast inh	SENP1 inh	HKDC1 inhibitor	SENP7 inh	SENP8 block-2
CCCNCC(O)COc1ccccc1C(=O)CCc1ccccc1 (stereo not drawn)	-3	0	-3	12	5	1	-4	-11	-6
CN(C)CCNCc1ccccc1OC1CCCC1	-4	16	-16	-8	10	2	-8	-3	-3
COc1ccc(C(=O)COC(=O)Cn2nnc3ccccc32)cc1Br	10	22	18	1	18	1	-9	-4	-6
C=CCNc1nc(NCCN2CCOCC2)nc(N2CCOCC2)n1	5	33	0	2	8	0	0	2	-1
NC(=O)C1CCN(C(=O)C23CC4CC(CC(C4)C2)C3)CC1	-3	23	-10	0	14	1	-5	-10	-8
CCCC(=O)Nc1cccc(NC(=O)c2ccccc2Br)c1	-4	14	-2	-14	7	1	2	-6	-5
CC(C)NC(=O)NC1C2CC3CC(C2)CC1C3 (stereo not drawn)	0	15	-24	-4	3	4	-4	-4	0
CC(C)CNC(=O)c1cccc(NC(=O)CSc2ccc(Cl)cc2)c1	-4	4	6	11	14	1	-4	8	3
Cc1cc(OCC(=O)NC(C)C)ccc1Cl	1	16	1	-7	8	2	-5	-2	-3
CN(C(=O)CCNC(=O)Cn1cnc2ccccc2c1=O)c1ccc(F)cc1	2	11	-3	0	4	-3	-6	7	5
CC1C(=O)CCN(C(C)C)C1C (stereo not drawn)	-18	2	-3	-6	11	4	-6	-1	-4
CCN1C(=O)C(CC(=O)Nc2ccc(OC)cc2)N(CCc2ccc(OC)cc2)C1=S (stereo not drawn)	13	-9	-6	13	7	2	-6	2	-8
COc1cccc(/C=C/C(=O)OCC(=O)Nc2nnc(-c3ccccc3)o2)c1	-11	-90	-12	12	12	1	1	2	-4
COc1cc(OC)c(OC)cc1/C=N/NC(=O)CC1C(=O)NN=C1C (stereo not drawn)	-6	i	-4	-5	3	3	3	0	-4
Cc1ccc(C2(C)NC(=O)N(CC(=O)NC(C)c3ccccc3)C2=O)cc1 (stereo not drawn)	-15	10	-17	2	19	0	-6	0	7
C[C@H]1CCC(=O)N(CCSc2ccc(Br)cc2)CC1	-2	15	0	16	9	2	4	-3	-2
COc1ccccc1-n1c(N)c(C(N)=O)sc1=S	10	3	-4	-1	-7	4	-2	5	-1
Cn1c(C(=O)c2ccncc2)cc2ccccc21	-3	24	6	11	9	4	-5	0	3
Cc1ccc(Nc2nnns2)cc1C	59*	17	-1	3	-4	0	1	-5	-9
Cc1ccc(N2C(=O)c3ccccc3C2(O)c2ncc[nH]2)cc1 (stereo not drawn)	-4	5	-9	-4	26	3	2	-9	-13
C=CCn1c(N)cc(=O)nc1SCC(=O)Nc1ccc(C)cc1	-4	5	8	-5	13	-2	-7	6	1
NC(=O)C1CC(=O)N(c2ccc(OCC(=O)Nc3ccc(F)cc3)cc2)C1 (stereo not drawn)	-4	11	-4	5	5	-2	-1	-4	-7
CCNC(=S)NNC(=O)c1cccn(Cc2ccc(Cl)cc2)c1=O	-4	-144	-18	6	21	-2	1	-18	-8
Cc1nc(Cc2nnc(SCC(=O)N3CCN(c4ccccc4)CC3)o2)cs1	12	19	-5	5	15	0	-1	-1	6
CC1CCCC(C)N1CC(O)COc1ccc(Cl)cc1 (stereo not drawn)	-9	16	-15	3	1	0	-2	2	11
Cc1cc(Nc2ccccc2)nc(N)n1	-2	14	-6	-3	11	1	-8	-8	-4
COC(=O)c1ccc(N2C(=O)CC(N3CCN(c4ccccc4)CC3)C2=O)cc1 (stereo not drawn)	5	23	3	1	-4	0	-8	5	3
COC(=O)c1c(NC(=O)CSc2nc3nc(C)cc(C)n3n2)sc(C)c1C	8	7	-1	-2	11	2	25	-3	-6
CCN(CC)c1ccc(NC(=O)c2ccc(S(=O)(=O)N3CCOCC3)cc2)cc1	20	24	7	4	14	3	-1	-2	0
CCCCC(=O)Nc1ccc(C(=O)NCc2ccncc2)cc1	-1	0	-16	-8	1	1	0	-3	-7
CC(C)CSc1nsc(N)n1	-4	13	-13	-18	19	2	-3	8	-1
O=C(/C=C/c1cccc([N+](=O)[O-])c1)NCCN1C(=O)S/C(=C\c2cccnc2)C1=O	13	22	11	-14	7	0	13	1	-5
COc1cc(OC)c(NC(=O)/C=C/C(=O)O)cc1Cl	18	4	-3	-9	5	4	0	2	-9
O=C(Nc1nc(-c2ccco2)c(-c2ccco2)s1)c1ccco1	19	-454	-49	15	24	-10	13	-6	11
Cc1nc(Cl)cc(CS(=O)(=O)c2ccc(Cl)cc2)n1	13	11	-6	-2	18	1	-6	-3	-8
O=C(NCc1ccccc1)c1ccc(Cl)cc1[N+](=O)[O-]	-2	23	-18	14	8	0	-7	-8	-9
COc1ccc(Cl)cc1C(=O)NCC(c1ccco1)N1CCCC1 (stereo not drawn)	10	0	2	10	-12	-4	9	-7	-5
CC1(C)CC(=O)C(C(=O)c2ccccc2)C(=O)C1Cl (stereo not drawn)	-7	18	0	-3	9	-1	-9	-1	3
O=C(Nc1ccncc1)C1CCN(S(=O)(=O)c2ccccc2)CC1	-3	5	-7	5	22	0	4	4	6
N#C/C(=C\c1ccc(N2CCCCC2)o1)C(N)=O	9	21	1	10	26	-38	-11	0	0
COC(=O)CN1C(C)=Nc2ccc(C)cc2C1c1ccccc1 (stereo not drawn)	3	-59	-7	-2	0	1	2	-3	-11
O=S(=O)(NCCSc1ccccn1)c1ccc(Cl)cc1	12	15	3	-3	28	-1	8	7	1
O=C(CN1CCN(Cc2cccc3ccccc23)CC1)NCCc1ccccc1	8	8	-7	16	7	-3	-2	5	3
Cc1ccc(NC(=S)N(CCCN2CCCC2)Cc2cccn2Cc2ccc(Cl)cc2)cc1Cl	1	30	-6	1	24	2	-1	-2	-3
O=C(CN1CCN(S(=O)(=O)c2cc(Cl)ccc2Cl)CC1)Nc1ccc2c(c1)OCCO2	-9	10	-13	19	5	2	0	5	3
c1cncc(-c2noc(-c3ccc4ccccc4c3)n2)c1	20	-172	90*	-4	14	-3	-7	91*	83*
CC(C)OC(=O)CSc1nnc(-c2cccnc2)n1Cc1ccccc1	-7	10	-6	-11	-7	2	-4	9	1
CCN(CC)CCCNC(=O)c1nn(-c2ccc(OC)cc2OC)c(=O)c2ccccc12	3	18	-15	3	21	1	-9	-9	-1
OCC1CCCCN1C(=S)NCc1ccco1 (stereo not drawn)	7	5	-22	1	11	-1	-3	-9	-12
COc1ccc(-c2cn3ccc(C)cc3n2)cc1	19	-388	-10	6	45	5	-4	98*	95*

More compounds
SMILES	PfGluPho inh	SENP8 block-1	SENP6 block	Apaf1 inhib	NALP3 yeast inh	SENP1 inh	HKDC1 inhibitor	SENP7 inh	SENP8 block-2
O=C(c1ccccc1C(=O)N(c1ccccc1)c1ccccc1)N1CCCCC1	7	14	19	13	10	0	-4	5	-3
CNC(=O)C12CC3CC(C1)CC(c1ccc(C)cc1)(C3)C2	14	7	-2	5	18	-1	-4	-11	-11
COc1cc(OC)cc(-c2c(-c3cccs3)c3cc(-c4ccc5c(c4)OCCO5)ccc3n2C)c1	-5	-483	-25	5	11	1	5	-2	3
CCCc1c(C(=O)Nc2cc(C)on2)cnn1-c1ccccc1	-26	7	1	-3	36	1	-1	4	4
COc1cc(C2C(C#N)=C(N)N(N(C)C)C3=C2C(=O)CC(C)(C)C3)ccc1O (stereo not drawn)	2	16	6	2	21	1	-2	7	-1
O=C(NCc1cccc(Cl)c1)C1CCCO1 (stereo not drawn)	2	10	0	-4	8	0	-6	11	-7
COc1cc(C2N(c3cc(C)on3)C(=O)C3CCCN32)cc(OC)c1OC (stereo not drawn)	-5	11	-6	5	3	2	4	0	5
O=C(NC(=S)Nc1ccc(Cl)cn1)C(c1ccccc1)c1ccccc1	-7	30	1	2	36	4	10	-1	1
Cc1ccc(NC(=O)CSc2nnc(C3CCCCC3)n2N)cc1F	9	16	-7	-4	2	1	-1	-1	6
CC(=O)c1cc(F)ccc1OCC(=O)N1CCN(c2ccc(F)cc2)CC1	-10	6	2	8	27	-1	-12	-2	-2
O=C(CSCc1ccccc1Cl)Nc1ccc(C(=O)O)cc1	-41	14	43	-4	8	1	-4	5	1
Cc1ccc(S(=O)(=O)Nc2ccccc2C(=O)N2CCOCC2)cc1	-3	8	-13	5	8	2	4	-10	-12
COC(=O)c1cc(N=Nc2c(C)[nH]c3ccccc23)cc(C(=O)OC)c1	-9	36	-6	-38	-6	3	-2	-3	-7
COc1cccc(NC(=O)C(OC(=O)c2ccc([N+](=O)[O-])o2)c2ccccc2)c1 (stereo not drawn)	16	27	5	24	7	-1	-10	-7	-2
Cc1cccc2cc(COC(=O)c3cccc([N+](=O)[O-])c3)c(=O)[nH]c12	2	·	-20	3	19	·	-4	-10	-7
O=C1NC(=S)S/C1=C/c1ccc(Oc2cnccn2)cc1	-36	23	21	2	-2	5	2	15	7
CN=C(Nc1ccc(C(=O)OC)cc1)SC1CC(=O)N(c2ccccc2F)C1=O (stereo not drawn)	16	16	-7	6	7	2	-5	0	-6
Cc1ccc(OCc2cn3cccnc3n2)cc1	6	-164	-6	-1	19	-2	-3	11	-2
Cc1csc(N2CCCC2c2nc3cc(Cl)c(N4CCCCC4)cc3n2CCOCCO)n1 (stereo not drawn)	18	2	-7	-2	11	-4	1	-1	-6
Cc1ccc(S(=O)(=O)N2CCN(C(=O)C3CCCO3)CC2)cc1 (stereo not drawn)	0	4	0	-8	13	2	-6	-18	-13
O=C(COC(=O)c1ccc([N+](=O)[O-])s1)NC(c1ccccc1)c1ccccc1	18	27	14	16	16	4	17	18	46
O=C(O)CCCCCN1C(=O)C(O)=C(C(=O)/C=C/c2ccccc2)C1c1cccc([N+](=O)[O-])c1 (stereo not drawn)	-43	0	1	-4	11	-6	-6	7	2
O=C(/C=C/c1ccccc1)N1CCC[C@H]1CO	0	7	-16	-3	14	1	-5	-10	2
CCc1nc2ccc(C(=O)NCc3ccccc3)cc2nc1CC	7	13	-20	-3	17	2	7	0	-3
